GPR151 activ = activators of human GPR151. Q8TDV0. PathHunter beta-arrestin GPR151 cells, luminescence. activation, % at 11.2 µM. actives 1% (n = 650,000). AID 1508602; in the data active = activation above about 4.9%;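 note: 0% = median of compound wells and 100% = cells with positive control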
MITF primary = blocks human microphthalmia-associated transcription factor; O75030; AlphaScreen MITF homodimerization, bead proximity signal; inhibition, % at 2.6 µM; actives 0.91% (n = 650,000); in the data active = inhibition above about 50%;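 note: 0% = vehicle wells with protein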
FBW7 activator = activators of human E3 ligase FBW7; Q969H0; normalized activity (activation), % at 26.1 µM; AlphaScreen FBW7–phospho-cyclin E peptide binding, activator screen; actives 0.13% (n = 650,000); in the data active = normalized activity above about 1.9%;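 note: purified mutant Fbw7 with reduced substrate affinity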
Target sequence (Q969H0 whole entry, looked up): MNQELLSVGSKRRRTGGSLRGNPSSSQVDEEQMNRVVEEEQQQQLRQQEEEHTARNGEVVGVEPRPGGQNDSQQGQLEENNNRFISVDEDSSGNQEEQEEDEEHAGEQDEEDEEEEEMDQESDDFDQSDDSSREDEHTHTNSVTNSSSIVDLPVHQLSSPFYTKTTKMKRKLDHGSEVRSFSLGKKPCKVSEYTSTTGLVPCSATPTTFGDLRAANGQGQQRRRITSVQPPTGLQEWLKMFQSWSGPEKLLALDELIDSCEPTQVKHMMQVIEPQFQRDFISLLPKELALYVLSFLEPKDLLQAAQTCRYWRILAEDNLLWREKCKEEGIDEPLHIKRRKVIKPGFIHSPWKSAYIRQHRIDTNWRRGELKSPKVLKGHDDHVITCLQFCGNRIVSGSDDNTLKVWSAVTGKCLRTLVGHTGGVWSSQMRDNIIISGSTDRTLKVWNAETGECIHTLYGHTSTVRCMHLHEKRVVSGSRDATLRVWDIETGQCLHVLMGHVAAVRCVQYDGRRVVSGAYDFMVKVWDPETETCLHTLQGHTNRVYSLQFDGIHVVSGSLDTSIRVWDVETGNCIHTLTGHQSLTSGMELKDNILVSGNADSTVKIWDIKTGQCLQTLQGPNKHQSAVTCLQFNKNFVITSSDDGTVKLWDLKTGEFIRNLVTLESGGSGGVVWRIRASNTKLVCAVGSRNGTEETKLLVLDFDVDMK
TEAD-YAP block = TEAD-YAP interaction inhibition; inhibition, % at 9.12 µM; actives 1.4% (n = 640,000); HEK-TIYL cells, TEAD-Gal4/YAP UAS-luciferase luminescence; in the data active = inhibition above about 32%;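 note: 0% = median of test compound wells and 100% = reference inhibitor wells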
Active calls of the source: *; & = joins results of further samples. Compounds as they come. About 3.4% of those tested had a hit in this group.

canonical_smiles	TEAD-YAP block	MITF primary	FBW7 activator	GPR151 activ
Cc1cc(O)c(C=Nc2ccccc2Br)c(=O)o1	-3	-9	-0.2	-0.3
CC(NS(=O)(=O)c1ccc(F)cc1)C(=O)NCc1ccccc1 (stereo unspecified)	-10	-2	-0.1	-0.4
O=C(CCN1C(=O)c2ccccc2C1=O)Oc1ccccc1-c1ccccc1	3	9	0.0	3.5
S=c1[nH]nc(NCc2ccco2)s1	-3	1	0.5	-1.5
CCC(=O)Nc1nc(-c2cccc(Br)c2)cs1	-35	-18	-0.1	0.1
O=C(CSc1ccccc1)N/N=C/c1cccc(Cl)c1	-3	-21	0.0	-0.2
CS(=O)(=O)c1ccc2c(c1)nc(NCc1ccncc1)c1nccn12	-3	14	0.1	4.0
CCC(=O)Oc1ccc(/C=C2\C(=O)N(c3cccc(C(F)(F)F)c3)N=C2C)cc1OC	-3	2	-0.3	0.0
O=C(Nc1cc(Cl)cc(Cl)c1)c1ccc2c(c1)OCCO2	-45	6	0.1	-2.8
COc1cccc(C2=N/C(=C/c3cccnc3)OC2=O)c1	-1	12	-0.1	0.2

Not a retest: entries from further up.
canonical_smiles	TEAD-YAP block	MITF primary	FBW7 activator	GPR151 activ
Cc1cc(O)c(C=Nc2ccccc2Br)c(=O)o1	-3	-9	-0.2	-0.3
CC(NS(=O)(=O)c1ccc(F)cc1)C(=O)NCc1ccccc1 (stereo unspecified)	-10	-2	-0.1	-0.4
O=C(CCN1C(=O)c2ccccc2C1=O)Oc1ccccc1-c1ccccc1	3	9	0.0	3.5
S=c1[nH]nc(NCc2ccco2)s1	-3	1	0.5	-1.5
CCC(=O)Nc1nc(-c2cccc(Br)c2)cs1	-35	-18	-0.1	0.1

Other results:
canonical_smiles	TEAD-YAP block	MITF primary	FBW7 activator	GPR151 activ
CN(C)c1ccc(-c2ccc(OC3CCNCC3)cc2)cn1	57*	10	-0.2	-1.7
COC(=O)CN(C)C(=O)CCC1(Cc2ccc(C)cc2)CCC(=O)N1 (stereo unspecified)	-10	13	0.0	0.5
Cc1cc(N2CCCC2)ccc1CN1CCc2nc(N3CCCC3)[nH]c(=O)c2C1	-5	18	0.8	-1.1
COc1cccc(Nc2nc(-c3cc4cc(Cl)ccc4oc3=O)cs2)c1	-4	12	0.7	-1.5
Nc1ccc(C(=O)OCc2nc3sc4c(c3c(=O)[nH]2)CCCC4)cc1[N+](=O)[O-]	-1	-5	0.1	1.3
CC(=O)Nc1ccc(Cl)cc1C(=O)O	15	11	0.3	-1.7
CCOC(=O)Cn1cc(/C=N/Nc2nc3ccccc3[nH]2)c2ccccc21	-3	1	-0.1	0.1
CC(C)(/C=N/O)/[N+]([O-])=C/c1ccccn1	-12	25	-2.0	0.9
Cc1cc(C)cc(C(=O)Nn2cnnc2)c1	7	9	0.1	-0.2
Brc1ccc(C2Oc3ccccc3C(c3ccccc3)(c3ccccc3)O2)s1 (stereo unspecified)	-3	23	0.8	-1.0
O=c1c(-c2ccc(Cl)cc2)c(N2CCN(c3ccccc3)CC2)c1=O	60*	1	0.1	3.4
N#CC1=C(N)OC2=C(C(=O)CC(c3ccccc3)C2)C1c1ccc([N+](=O)[O-])s1 (stereo unspecified)	8	9	0.3	1.0
COc1ccc(-n2nc3ccc(NC(=O)c4ccc(OC)c(Cl)c4)cc3n2)cc1	2	-7	0.2	-0.9
CCCCOc1ccc(S(=O)(=O)N(CCc2ccccc2)S(=O)(=O)c2ccc(OCCCC)cc2)cc1	-5	8	-0.1	-1.1
COc1ccc(C2=C[N+](=O)C3CCCCC3N2[O-])c(OC)c1 (stereo unspecified)	-30	4	0.2	-1.1
CCOC(=O)c1sc2nc(SCC(=O)Nc3ccc(OCC)cc3)n(Cc3ccccc3OC)c(=O)c2c1C	3	4	0.0	1.0
c1ccc(N2CCN(Cc3cn4ccccc4n3)CC2)cc1	-12	-8	0.1	0.9
O=S(=O)(Cc1ccc(Cl)cc1)Nc1nc2c(s1)CCCC2	2	-4	0.0	-1.0
CC1CCN(S(=O)(=O)N2CCC(C(=O)NC3CCCCCCC3)CC2)CC1	-2	-2	0.2	0.2
Cc1ccc(-c2nc3ccc(F)cc3nc2-c2ccc(C)cc2)cc1	13	0	0.1	-0.1
CNC(=O)c1ccccc1Nc1cc(NC(=O)Cc2cccs2)ncc1C(F)(F)F	74*	8	-0.3	-1.3
CCOC(=O)C1=C(CN2CCc3ccccc3C2)NC(=O)NC1c1ccc(OC)cc1 (stereo unspecified)	-2	-2	-0.2	1.2
CCc1ccc(C(=O)CC2(O)C(=O)N(CCc3ccccc3)c3ccccc32)cc1 (stereo unspecified)	2	1	-0.1	0.2
COc1ccc(C(=O)N2N=C(c3c(-c4ccccc4)c4cc(Br)ccc4[nH]c3=O)CC2c2ccccc2)cc1 (stereo unspecified)	-4	-9	0.0	0.5
COc1ccccc1NC(=O)c1c(NC(=O)c2ccco2)sc2c1CCC2	-6	-5	-0.1	-0.8
CCOC(=O)c1sc2ncn(CC)c(=O)c2c1C	-39	1	-0.2	-1.3
CCOC(=O)C1(C)NC(c2ccccc2C)C2C(=O)N(c3ccc(C)cc3)C(=O)C21 (stereo unspecified)	16	12	-0.1	0.0
NNC(=O)C1CCCn2c1nc1sc3c(c1c2=O)CCCC3 (stereo unspecified)	6	12	0.0	-0.4
c1nc(N2CCCCC2)c2nc3n(c2n1)CCCCC3	1	15	-0.1	-0.1
CC(c1ccco1)N(C(=O)c1ccccc1F)c1ccccn1 (stereo unspecified)	-1	-4	0.1	0.5
Cc1ccc(N2C(=O)CSC2c2ccccc2[N+](=O)[O-])cc1Cl (stereo unspecified)	-11	24	0.0	1.3
Cc1c(-n2c(SCC(=O)N(c3ccccc3)C(C)C)nc3sc4c(c3c2=O)CCCC4)c(=O)n(-c2ccccc2)n1C	2	6	0.0	0.1
CCOC(=O)c1c(C)n(-c2ccccc2)c2c1cc(OC(=O)c1ccc([N+](=O)[O-])cc1)c1ccccc12	-9	-2	-0.1	1.1
CC(=O)NC(c1ccc2cccnc2c1O)c1cccc2ccccc12 (stereo unspecified)	82*	46	-1.7	-0.1
CCCCSc1nnc2c(n1)OC(c1ccc(OC)c(OC(C)=O)c1)N(C(C)=O)c1ccccc1-2 (stereo unspecified)	7	9	0.2	-1.4
COc1cccc(-c2cc(C(=O)Nc3cccc(Cl)c3Cl)c3ccccc3n2)c1	10	-2	-0.1	1.9
CN1CCN(C(=O)c2cc3nc4c(c(C(F)(F)F)n3n2)CCc2ccccc2-4)CC1	0	-15	0.1	0.2
Cc1c(C(=O)N2CCCCC2)sc(NC(=O)c2ccc(Br)cc2)c1C#N	9	14	0.5	0.2
CCOc1ncnc2c1sc1nc(N3CCOCC3)c3c(c12)CCCC3	1	-8	0.1	-0.3
CCOc1ccc(NC(=O)c2ccc(Oc3ccc(C(=O)Nc4ccc(OCC)cc4)cc3)cc2)cc1	8	-7	0.0	0.8

In another format: entries from further up.
CN1CCN(C(=O)c2cc3nc4c(c(C(F)(F)F)n3n2)CCc2ccccc2-4)CC1
  TEAD-YAP block = 0
  MITF primary = -15
  FBW7 activator = 0.1
  GPR151 activ = 0.2

Cc1c(C(=O)N2CCCCC2)sc(NC(=O)c2ccc(Br)cc2)c1C#N
  TEAD-YAP block = 9
  MITF primary = 14
  FBW7 activator = 0.5
  GPR151 activ = 0.2

(listing goes on)
canonical_smiles	TEAD-YAP block	MITF primary	FBW7 activator	GPR151 activ
O=C(NNC(=O)c1cccc(Br)c1)C(=O)N1CCCC1	0	-3	-0.1	0.4
COc1nc(N(C)C)nc(N(C#N)CN2C(=O)c3ccccc3S2(=O)=O)n1	3	7	0.2	1.4
O=C(NCc1cn(-c2ccncc2)nn1)c1ccc(Cl)cc1	2	20	-0.1	-1.1
COc1ccc(NC(=O)C(c2ccc(OC)cc2)N(C)C(=O)CCc2cc(C(C)(C)C)c(O)c(C(C)(C)C)c2)cc1 (stereo unspecified)	-7	0	-0.1	-0.7
COc1ccc(-c2cc(C(F)(F)F)n3nc(C(=O)Nc4ccc(Cl)c(C(F)(F)F)c4)cc3n2)cc1	-3	3	0.0	0.7
CCCN[C@H]1CCc2nc(N)sc2C1	-1&1&-4	-8&-15&7&15	0.2&0.2&-0.1&0.0	-1.2&-0.9&-1.2&0.7
COC(=O)[C@H](C)NC(=O)c1ncccc1Oc1nc(OC)cc(OC)n1	-1	1	-0.3	0.7
CCOC(=O)C(=O)Nc1ccccc1OCCOc1ccccc1NC(=O)C(=O)OCC	0	0	0.0	-0.2
CCCCCOC(=O)C1=C(C)NC(=O)NC1c1cc(OC)c(OC)c(OC)c1 (stereo unspecified)	2	9	0.3	-1.5
Cc1ccc(-c2nc3ccccc3s2)cc1NC(=O)c1cc([N+](=O)[O-])ccc1Br	12	-2	-0.4	0.9
C/C=C/c1ccc(OC)c(OC(C)=O)c1	3	42	0.9	-0.7
Cc1nn(CCC#N)c2nc(-c3cccs3)cc(C(F)(F)F)c12	0	5	0.1	-1.2
COC(=O)CN1C(C)=Nc2ccc(Br)cc2C1c1ccccc1Cl (stereo unspecified)	-2	-1	-0.2	0.6
O=C(Cc1c[nH]c2ccccc12)Nc1ccc(Cl)cc1	-9	5	-0.2	-0.2
CC(=O)N1c2ccccc2NC2=C(C(=O)CCC2)C1c1cccnc1 (stereo unspecified)	-4	-9	-0.2	-0.2
C=CCc1ccc(OCCOc2c(Cl)cc(-c3nc4sc5c(c4c(=O)[nH]3)CCCC5)cc2OCC)c(OC)c1	-2	14	-0.3	1.4
CC(=O)c1cccc(NS(=O)(=O)c2ccc(N/C=C\C(=O)c3ccc(C)cc3)cc2)c1	-10	-1	0.0	0.8
CCC(C)NC(=O)CSc1nnc(-c2cccnc2)n1Cc1ccccc1 (stereo unspecified)	-8	2	-0.1	-0.1
O=S(=O)(NC(=S)c1ccccc1)c1ccc(Cl)cc1	-2	7	-0.2	0.3
COc1ccc(-c2ccc(=O)n(CC(=O)Nc3ccccc3C(F)(F)F)n2)cc1	-17	-5	0.2	-0.4
COc1ccccc1Nc1ncc(-c2cccs2)s1	-50	-1	-0.1	-0.9
Cc1nc2ccccc2c2nn(CC(=O)NCc3ccco3)c(=O)n12	0	43	0.9	-0.4
CCN(CCCNC(=O)CCNC(=O)Cn1cnc2ccccc2c1=O)c1cccc(C)c1	3	4	-0.1	-0.3
FC(F)(F)c1ccc(Cn2cnc3c(NC4CC4)nc(Nc4ccc5ncccc5c4)nc32)cc1	-16	-2	0.2	0.6
COc1ccc2sc(Nc3ccccc3C#N)nc2c1	-54	-16	-0.1	0.0
COC(=O)[C@@H]1CCCN1C(=O)CC1(c2ccccc2F)CC(=O)N(CCN(C)C)C1=O (stereo partly specified)	2	13	0.1	-1.6
CCOc1ccc(NS(=O)(=O)c2ccc(O)c(C(N)=O)c2)cc1	2	-11	0.1	1.3
O=C(CNc1ccc(I)cc1)N/N=C/c1ccccc1O	-4	22	0.6	-0.7
COC(=O)C1CCN(C(=O)CC2C(=O)NCCN2Cc2ccccc2OC)CC1 (stereo unspecified)	2	-3	0.0	0.4
CN(CC(=O)Nc1ccccc1C#N)S(=O)(=O)c1cc(Cl)ccc1Cl	3	24	0.5	-1.3
O=C(CSc1ccc(-c2ccccn2)nn1)Nc1ccccc1Cl	-8	38	-1.5	-2.7
Cc1nc(SC(C)C)c2c(=O)n(C)c(=O)n(C)c2n1	1	-12	0.1	1.5
CC(C)c1ccc(NC(=O)c2ccc(Br)o2)cc1	-62	16	-0.1	-3.8
CCOC(=O)c1c(NC(=O)c2ccccc2OC)sc2c1CCC(CC)C2 (stereo unspecified)	-5	-13	0.0	1.1
CCOC(=O)c1c(NC(=O)Nc2ccc(F)cc2)sc2c1CCN(C(=O)OCC)C2	1	-4	-0.1	0.6
CCOc1ccccc1NC(=O)C(CC)n1c(C(=O)OC)cc2occc21 (stereo unspecified)	-7	15	0.7	1.5
O=C(NCCCSc1ccc(Br)cc1)Nc1ncccn1	10	8	0.3	5.2*
NCCCC[C@@H]1NC(=O)[C@H]2CN(C(=O)Oc3ccccc3)CCN2C1=O	3	0	0.2	-1.2
Cc1ccc(C2=CSC3=NS(=O)(=O)CCN23)cc1	-4	3	-0.1	0.0
O=C1CCCN1c1ccc(S(=O)(=O)Nc2ccc(Cl)c(Cl)c2)cc1	46*	-4	0.0	1.2
NS(=O)(=O)c1ccc(Nc2nccc(NC3CCN(C(=O)c4ccccc4Oc4ccccc4)CC3)n2)cc1	3	13	0.1	-0.5
CCOc1ccc(NC(=O)Cn2nnc(C(=O)OC)c2C(=O)OC)cc1	-15	-8	0.0	0.1
Cc1ccc(NS(=O)(=O)c2ccc3c(c2)C(=O)c2cc(S(=O)(=O)Nc4ccc(C)cc4C)ccc2-3)c(C)c1	3	15	0.1	-0.3
Cc1sc2ncn(CC(=O)NCC(=O)NCCN(C)C)c(=O)c2c1C	-10	7	0.1	-3.1
C=CCSc1nc(-c2cccs2)nc2c1c(=O)n(C)c(=O)n2C	3	0	0.1	2.5
COc1ccc(OCCN(C)C2CCCCC2)cc1	-11	11	0.1	-1.4
CC(C)CC(NC(=O)C(NC(=O)OC(C)(C)C)C(C)C)C(=O)NC(CCC(=O)OCc1ccccc1)C(N)=O (stereo unspecified)	-10	-9	-0.1	1.1
Cc1ccc(NC(=O)c2sc3ncn(Cc4cccc(F)c4)c(=O)c3c2C)cc1F	-1	-12	0.9	-0.7
